High-throughput results as filed in PubChem BioAssay.
LDHA inh: inhibitors of human lactate dehydrogenase A; purified LDHA, NADH/diaphorase-resazurin fluorescence; active compounds read low; activity change, % (values are at about 110 or 230 µM); hit rate 0.15% among 480,000; in the data active means activity change below about -30%; inconclusive means mostly about -25% to -30%;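 further: plate controls were DMSO wells for no effect and wells without enzyme for full effect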
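Resorufin fluorescence (ex540/em590), read at 0 and 20 min after diaphorase/resazurin addition, reports the NADH left after a 5 min room-temperature reaction of 2 nM human LDH5 with 0.06 mM NADH and 0.2 mM pyruvate.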
POLB inh: inhibitors of human DNA polymerase beta. P06746. Pol beta primer extension/strand displacement, fluorescence kinetic. Potency, µM (doses to about 114 µM), inactives show at the highest dose activity change, negative = inhibition, actives largely listed as inhibitors. hit rate 1.3% among 340,000. AID 485314; further: potency means the concentration at half of the fitted maximal effect; on the % scale 0 is the no-effect control and ±100 the full control effect
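Kinetic readout of DNA synthesis with strand displacement by Pol beta. Compound and 10 nM enzyme sit 15 min at room temperature; 50 nM substrate starts the reaction, read immediately and at 10 min.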
Anesthetic bind: candidate novel general anesthetic via apoferritin binding; hit rate 0.074% among 350,000; P02791; Potency, µM (doses to about 77.5 µM), inactives show top-dose activity change, negative = displacement, hits mostly inhibitors; apoferritin/1-aminoanthracene competitive binding, fluorescence; AID 485281; further: potency means the concentration at half of the fitted maximal effect; on the % scale 0 is the no-effect control and ±100 the full control effect; nearly all actives have a fitted effect of over 20% in size
Target sequence (P02791 2-175 limits assumed): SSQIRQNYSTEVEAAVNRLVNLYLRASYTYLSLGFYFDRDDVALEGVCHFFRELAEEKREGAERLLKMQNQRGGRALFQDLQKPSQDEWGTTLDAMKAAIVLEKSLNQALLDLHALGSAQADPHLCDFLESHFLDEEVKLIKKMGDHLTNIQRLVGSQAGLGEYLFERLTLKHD
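Read-out: endpoint 1-AMA fluorescence, excitation 380 nm and emission 535 nm, after compounds sit 10 min at room temperature with 10 uM horse-spleen apoferritin in 50% saturated 1-AMA/PBS. Values come from four-parameter Hill fits.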
Pol kappa inh: inhibitors of human DNA polymerase kappa; purified Pol kappa, fluorescent DNA synthesis assay, 10 min; Potency, µM (highest dose often 107 µM), for inactives: at the top dose activity, negative = inhibition, most hits filed as inhibitors; hit rate 0.53% among 400,000; further: potency means the concentration at half of the fitted maximal effect; on the % scale 0 is the no-effect control and ±100 the full control effect
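First, compounds were pin-transferred onto 10 nM Pol kappa. After 15 min at room temperature, substrate was added to 50 nM final. Fluorescence was then measured kinetically at 0 and 10 min.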
BLM helicase inh: blocks DNA unwinding by human BLM helicase | P54132 | recombinant BLM DNA unwinding, fluorescence dequenching | Potency, µM (series often up to 56.1 µM), inactives show top-dose activity change, negative = inhibition, usual class: inhibitors | hit rate 0.2% among 350,000;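 further: potency means the concentration at half of the fitted maximal effect; plate controls were vehicle for no effect and no enzyme for full effect; nearly all actives have a fitted effect of over 35% in size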
POLI inh: inhibitors of human DNA polymerase iota; hit rate 1% among 390,000; Pol iota fluorescent replication assay, 10 min; Q9UNA4; Potency, µM (highest dose often 115 µM), for the others: at the highest dose activity, negative = inhibition, hits mostly inhibitors; AID 588590; further: potency means the concentration at half of the fitted maximal effect
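Fluorescent replication assay read twice, at 0 min and 10 min after adding 50 nM (final) substrate. Enzyme (10 nM) and compounds were first incubated 15 min at room temperature; enzyme-free buffer wells were negative controls.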
Glioma ERSR ind: inducers of ER stress response in human glioma cells | Potency, µM, inactives show top-dose activation, usual class: activators | U87-MG GRP78 promoter luciferase reporter, 16 h | hit rate 0.02% among 420,000; further: potency means the concentration at half of the fitted maximal effect; series mostly up to about 76 µM; % of control where 0% means no effect; nearly all actives have a fitted effect of over 35% in size
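Stably transfected U87-MG glioma cells carrying a GRP78-based luciferase sensor; 16 h compound incubation. Luminescence end-point read 10 min after Bright-Glo addition at room temperature.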
Pol eta inh: inhibitors of human DNA polymerase eta; Q9Y253; recombinant Pol eta, fluorescent DNA replication assay; Potency, µM (highest dose often 114 µM), without a hit: at the highest dose activity change, negative = inhibition, most hits filed as inhibitors; hit rate 1.2% among 390,000; AID 588591; further: potency means the concentration at half of the fitted maximal effect; on the % scale 0 is the no-effect control and ±100 the full control effect
Target sequence (Q9Y253 whole entry, looked up): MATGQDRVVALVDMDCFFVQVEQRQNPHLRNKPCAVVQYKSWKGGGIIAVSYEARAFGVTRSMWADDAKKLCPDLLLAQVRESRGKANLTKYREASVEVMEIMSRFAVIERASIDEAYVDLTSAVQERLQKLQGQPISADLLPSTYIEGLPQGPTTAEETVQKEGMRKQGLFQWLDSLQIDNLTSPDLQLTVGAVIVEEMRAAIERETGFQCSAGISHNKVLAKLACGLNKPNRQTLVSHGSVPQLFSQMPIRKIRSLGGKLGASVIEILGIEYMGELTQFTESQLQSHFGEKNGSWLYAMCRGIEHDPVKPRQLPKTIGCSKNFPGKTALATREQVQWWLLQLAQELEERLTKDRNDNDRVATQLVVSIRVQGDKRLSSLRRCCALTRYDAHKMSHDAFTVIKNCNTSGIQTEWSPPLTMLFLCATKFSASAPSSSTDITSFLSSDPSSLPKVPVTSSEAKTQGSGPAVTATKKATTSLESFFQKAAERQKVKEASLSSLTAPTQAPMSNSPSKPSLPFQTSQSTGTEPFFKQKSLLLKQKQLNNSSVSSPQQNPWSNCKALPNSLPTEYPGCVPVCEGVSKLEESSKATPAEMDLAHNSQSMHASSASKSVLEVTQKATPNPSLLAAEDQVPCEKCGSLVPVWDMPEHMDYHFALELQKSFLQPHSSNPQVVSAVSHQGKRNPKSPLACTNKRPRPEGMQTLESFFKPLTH
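Pol eta (10 nM) was preincubated with compounds for 15 min at room temperature, after which fluorescent replication substrate (50 nM final) was added to start the reaction. Fluorescence was read kinetically at 0 and 10 min.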
APE1 inh: inhibitors of human APE1 endonuclease | recombinant APE1, TAMRA/BHQ-2 abasic DNA cleavage fluorescence | Potency, µM (doses to about 65.8 µM), without a hit: at the highest dose activity change, negative = inhibition, hits mostly inhibitors | hit rate 0.35% among 350,000;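 further: potency means the concentration at half of the fitted maximal effect; plate controls were vehicle for no effect and reference inhibitor for full effect; nearly all actives have a fitted effect of over 55% in size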
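Step 1: APE1 (0.75 nM) with compound, 15 min RT. Step 2: add 50 nM fluorophore/quencher THF duplex. Step 3: three fluorescence reads 60 s apart (525/598 nm); read 3 minus read 1 = reaction progress.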
Numbers without * were called inactive; u = inconclusive; x = no result given; & = joins results of further samples; [ ] = dose if it differs, or a comment. Unless noted, the call rests on the fitted dose curve; in most records, active means well fitted curve in the direction sought with a large enough effect; inconclusive means small, poorly fitted or top-dose-only effect, or another doubt; inactive means no such curve, though single readings can be large; an effect the other way counts as inactive or inconclusive.

Screens by letter: A = LDHA inh; B = POLB inh; C = Anesthetic bind; D = Pol kappa inh; E = BLM helicase inh; F = POLI inh; G = Glioma ERSR ind; H = Pol eta inh; I = APE1 inh
Cc1ccc(-c2cc(C(=O)N/N=C/c3ccc(Cl)cc3)n[nH]2)o1
  A: -11; B: 25µM*; C: -4%; D: -4%; E: -15%; F: u; G: -5%; H: u; I: 64%
COc1ccccc1C(=O)N1CCN(C2CCN(Cc3ccccc3)CC2)CC1
  A: -16; B: 6%; C: -10%; D: -18%; E: -9%; F: 16%; G: -2%; H: -11%; I: 0%
O=C1c2ccccc2C(Nc2ccc3c(c2)OCCO3)N1Cc1ccccc1 (centres undefined)
  A: 1; B: 2%; C: u; D: -16%; E: -3%; F: 6%; G: -6%; H: -7%; I: -5%
Cc1ccc(C)c(OCC(=O)Nc2nonc2NC(=O)COc2cc(C)ccc2C)c1
  A: -3; B: -25%; C: u; D: -7%; E: -8%; F: u; G: -4%; H: -11%; I: -1%
CSc1nnc(C)c(=O)n1COC(=O)COc1ccc(Cl)cc1
  A: -3; B: 2%; C: -4%; D: 12%; E: -10%; F: 10%; G: 1%; H: -6%; I: 9%
O=c1cc(-c2ccc(O)cc2)oc2c(C3OCC(O)C(O)C3O)c(O)c(C3OC(CO)C(O)C(O)C3O)c(O)c12 (centres undefined)
  A: 2; B: 18µM*; C: -11%; D: 50µM*; E: -12%; F: u; G: -2%; H: 7.9µM*; I: 20µM*
COc1cc(/C=C2\SC(=S)N(NC(=O)c3cccc(O)c3)C2=O)ccc1O
  A: 3; B: 16µM*; C: 0%; D: -40%; E: -17%; F: 40µM*; G: 2%; H: u; I: 17%
C/C(CCC(=O)OC[C@H]1O[C@H](C#Cc2ccccc2)C=C[C@@H]1Oc1ccc(C)cc1)=N\OC[C@@H](O)[C@H]1O[C@@H]2OC(C)(C)O[C@@H]2[C@H]1O
  A: x; B: -2%; C: -17%; D: x; E: -15%; F: x; G: x; H: x; I: -3%
O=c1c2[nH]c3ccccc3c2ncn1CCCn1ccnc1
  A: -10; B: 22%; C: -9%; D: 4%; E: 1%; F: -6%; G: 1%; H: -12%; I: 4%
CCOC(=O)N1CCN(C(=O)CSc2nc(=O)n3ccccc3n2)CC1
  A: 0; B: x; C: x; D: -13%; E: x; F: 9%; G: -2%; H: -13%; I: 25%

(further entries)
Screens by letter: A = LDHA inh; B = POLB inh; C = Anesthetic bind; D = Pol kappa inh; E = BLM helicase inh; F = POLI inh; G = Glioma ERSR ind; H = Pol eta inh; I = APE1 inh
Cc1csc2nc(CSc3nc4ccccc4o3)cn12
  A: -1; B: 53%; C: -17%; D: -18%; E: -1%; F: u; G: -4%; H: 4%; I: -7%
CCOc1ccc(/C(=N\O)C(C)NO)cc1 (centres undefined)
  A: -8; B: 7%; C: -16%; D: -14%[60.1 µM]; E: -2%; F: -21%; G: 1%; H: 0%; I: -2%
Cc1cc(NC(=O)CCC(=O)N(c2ccc(F)cc2)C(C(=O)NC2CCCC2)c2cccnc2)no1 (centres undefined)
  A: -4; B: 4%; C: -8%; D: -21%; E: -4%; F: 75%[activator]; G: -4%; H: -9%; I: 21%
Cc1ccc(NC(=O)Cn2c(=O)nc(-c3ccccc3F)c3cc(Cl)ccc32)c(Br)c1
  A: 2; B: u; C: -17%; D: -10%; E: -9%; F: 18%; G: -3%; H: u; I: x
COc1ccccc1/C=N/NC(=O)c1cccc2ccccc12
  A: 0; B: -11%; C: -11%; D: -6%; E: -9%; F: 42%[activator]; G: -4%; H: -10%; I: 6%
NC(=O)C1CCCN1S(=O)(=O)c1ccc2ccccc2c1 (centres undefined)
  A: 1; B: 56%; C: -1%; D: -17%; E: -3%; F: -12%; G: 0%; H: -1%; I: -11%
CCOC(=O)N1CCN(c2ncnc3c2[nH]c2ccc(F)cc23)CC1
  A: u; B: 16%; C: -13%; D: -5%; E: 0%; F: 13%; G: -8%; H: -9%; I: -4%
COc1cc(O)c(C(CCN2CCCC2)c2cc(OC)c(OC)c(OC)c2)c(OC)c1 (centres undefined)
  A: -1; B: 6%; C: -2%&-12%; D: -3%&-4%; E: 2%&-2%; F: u; G: -4%&-4%; H: -13%; I: 1%&4%
OCC1OC(n2cnc3c(SCc4ccccc4)ncnc32)C(O)C1O (centres undefined)
  A: -4; B: x; C: x; D: -1%; E: x; F: 16%; G: -1%; H: -7%; I: x
CC(C)[C@H](NC(=O)OCc1ccccc1)C(=O)OCC(=O)N1CCCCC1
  A: -2; B: x; C: x; D: 3%; E: x; F: 10%; G: 4%; H: -6%; I: x

Some entries already given, reduced to POLB inh and APE1 inh.
SMILES	POLB inh	APE1 inh
Cc1ccc(NC(=O)Cn2c(=O)nc(-c3ccccc3F)c3cc(Cl)ccc32)c(Br)c1	u	x
COc1ccccc1/C=N/NC(=O)c1cccc2ccccc12	-11%	6%
NC(=O)C1CCCN1S(=O)(=O)c1ccc2ccccc2c1 (centres undefined)	56%	-11%

Following part
Screens by letter: A = LDHA inh; B = POLB inh; C = Anesthetic bind; D = Pol kappa inh; E = BLM helicase inh; F = POLI inh; G = Glioma ERSR ind; H = Pol eta inh; I = APE1 inh
CSc1nnc(-c2sc(-c3ccccc3)nc2C)n1C
  A: -5; B: 20%; C: -11%; D: u; E: 1%; F: u; G: -1%; H: -4%; I: -4%
N#Cc1ccc2c(c1)C[C@]1(c3ccsc3)OC3=C(C(=O)OC4(CCCCC4)C3)C2O1
  A: x; B: 4%[22.9 µM]; C: -18%[15.3 µM]; D: x; E: -12%[12.4 µM]; F: x; G: x; H: x; I: -7%[12.4 µM]
O=C(NCCC1=CCCCC1)C1CCN(S(=O)(=O)N2CCCC2)CC1
  A: -1; B: 16%; C: -5%; D: 2%; E: -5%; F: 15%; G: 1%; H: -16%; I: 1%
COc1cc(C(C)=O)ccc1OCCCOc1cccc2cccnc12
  A: -9; B: 1%; C: -3%; D: -6%; E: -2%; F: 1%; G: -2%; H: -7%; I: 0%
CCOc1ccc2c(c1)c(=O)c(C(=O)c1ccc3c(c1)OCO3)cn2Cc1cccc(F)c1
  A: 1; B: -21%; C: -14%; D: -9%; E: -4%; F: -7%; G: -2%; H: -12%; I: x
CN1C(=O)C(CC(=O)Nc2ccc(F)cc2)N(NC(=O)c2cccc(F)c2)C1=S (centres undefined)
  A: -9; B: 4%; C: 44%[activator]; D: -15%; E: -9%; F: 96%[activator]; G: -5%; H: 1%; I: 7%
COc1ccc(NC(C)C(=O)Nc2ccc(C(C)(C)C)cc2)cc1Cl (centres undefined)
  A: 6; B: -23%; C: u; D: -12%; E: -17%; F: 0%; G: 0%; H: u; I: -8%
COc1ccc(OCC(=O)Nc2ccc(NC(=O)c3ccccc3Cl)c(OC)c2)cc1
  A: -5; B: 0%; C: -9%; D: -8%; E: -8%; F: -1%; G: -2%; H: -10%; I: 4%
O=C(COC(=O)Cc1cccc(C(F)(F)F)c1)NC1CC1
  A: -3; B: 37%[activator]; C: -13%; D: -2%[60.1 µM]; E: 0%; F: 7%; G: -1%; H: -27%; I: -3%
O=S(=O)(Nc1ccc(N2CCOCC2)cc1)c1c(F)cc(F)cc1Br
  A: 4; B: 12%; C: -7%; D: -6%; E: -9%; F: 209%[activator]; G: -1%; H: -6%; I: 25%

Carrying on.
Screens by letter: A = LDHA inh; B = POLB inh; C = Anesthetic bind; D = Pol kappa inh; E = BLM helicase inh; F = POLI inh; G = Glioma ERSR ind; H = Pol eta inh; I = APE1 inh
CC(=O)Nc1ccc(NC(=O)C(C)OC(=O)CCCN2C(=O)c3cccc4cccc(c34)C2=O)cc1 (centres undefined)
  A: -1; B: x; C: x; D: -18%; E: x; F: 11%; G: 3%; H: -5%; I: 37%
CCc1ccccc1NC(=O)C1CCCN(c2ncccn2)C1 (centres undefined)
  A: -4; B: 31%; C: -8%; D: -3%; E: -10%; F: 28%; G: -2%; H: -15%; I: 18%
O=C(N=Nc1c(O)[nH]c2ccccc12)c1cc(NS(=O)(=O)c2cccs2)cc(NS(=O)(=O)c2cccs2)c1
  A: -6; B: -2%; C: -13%; D: -17%; E: -11%; F: u; G: -4%; H: u; I: -11%
COCCNC(=O)c1ccc2c3n(nc2c1)-c1ccc(Cl)cc1CO3
  A: -1; B: 1%; C: -3%; D: -16%; E: 2%; F: -19%; G: 4%; H: -12%; I: -3%
Cc1ccc(S(=O)(=O)c2nc(S(C)(=O)=O)sc2N2CCC3(CC2)OCCO3)cc1
  A: 1; B: 16%; C: -13%; D: 12%; E: -4%; F: 9%; G: -4%; H: -15%; I: 15%
C/C(=N\NC(=O)c1ccc(CN2CCOCC2)cc1)c1ccc(NC(=O)c2ccccc2)cc1
  A: -5; B: 22%; C: -10%; D: -9%; E: -5%; F: u; G: -2%; H: -13%; I: -4%
CN(C)S(=O)(=O)c1ccc2nnn(O)c2c1
  A: 1; B: 2%; C: -4%; D: 4%; E: 1%; F: 90%[activator]; G: -3%; H: -12%; I: 0%
COC(=O)c1[nH]c2ccccc2c1NC(=O)CN1CCN(C(=O)c2ccco2)CC1
  A: 0; B: 9%; C: -13%; D: 2%; E: -1%; F: 1%; G: -7%; H: -15%; I: -1%
Nc1ccc2c(c1)C/C(=C/c1ccco1)C2=O
  A: -2; B: 5.6µM*; C: 323%[activator]; D: -20%; E: u; F: u; G: -5%; H: u; I: u
CC[n+]1c(/C=C2\Sc3ccccc3N2C)ccc2cccc(C)c21
  A: -10; B: 28µM*; C: u; D: -37%; E: 63%[activator]; F: u; G: -14%; H: u; I: -1%
O=C1CCC(C(=O)N2CCCCO2)CN1Cc1cccc(F)c1 (centres undefined)
  A: -6; B: 10%; C: -2%; D: 1%; E: -2%; F: 9%; G: 3%; H: -6%; I: 15%
Cc1ccc(O)c(NC(=O)C2CC(c3c(F)cccc3Cl)=NO2)c1 (centres undefined)
  A: 0; B: 0%; C: -17%; D: -17%; E: -6%; F: 17%; G: 6%; H: -9%; I: 1%
CCOC(=O)c1cnc(=O)[nH]c1C
  A: 1; B: 4%; C: -5%; D: -7%; E: -4%; F: -4%; G: -1%; H: -6%; I: -3%

The list is partial; count on the stated rates, not on these rows.
